# CHO-K1 Ca ag = counter-screen for M1 agonists: effect in parental CHO-K1 cells | actives 0.48% (n = 360,000) | activation, % at 3 µM | Fluo-8 calcium fluorescence; scaled to maximal ATP response, vehicle zero | AID 602248, 2012; in the data active = activation above about 15%;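 also: untransfected CHO-K1 host cells lacking M1 receptor as counterscreen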
# M1 PAM parental = nonselective calcium activators in parental CHO-K1 cells, primary screen, counter-screen for M1 PAM project, cell-based, Fluo-8 calcium fluorescence, full deck, 1536-well. ATP EC20; 0% at ATP EC20, 100% at ATP max. activation, % at 3 µM. actives 0.02% (n = 360,000);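 active = activation above the run cutoff, the mean activation of all test compounds plus 3 SD, cut at about 40% in these data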;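 also: peak over basal fluorescence ratio in a 140 s read after ATP addition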
# TAAR1 antagonist = human TAAR1 antagonists, primary screen, Fluo-8 calcium fluorescence, CHO RD-HGA16 cells | Trace amine-associated receptor 1 (Homo sapiens), Q96RJ0 | antagonist | inhibition, % at 3 µM | actives 1.5% (n = 360,000) | AID 624466, 2012;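 active = inhibition above a per-plate cutoff, the mean inhibition of test compounds on that plate plus 3 SD, cut at about 49% in these data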;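 also: 0% = DMSO plus EC80 beta-PEA response and 100% = DMSO alone without agonist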
# Target sequence (Q96RJ0 whole entry, looked up): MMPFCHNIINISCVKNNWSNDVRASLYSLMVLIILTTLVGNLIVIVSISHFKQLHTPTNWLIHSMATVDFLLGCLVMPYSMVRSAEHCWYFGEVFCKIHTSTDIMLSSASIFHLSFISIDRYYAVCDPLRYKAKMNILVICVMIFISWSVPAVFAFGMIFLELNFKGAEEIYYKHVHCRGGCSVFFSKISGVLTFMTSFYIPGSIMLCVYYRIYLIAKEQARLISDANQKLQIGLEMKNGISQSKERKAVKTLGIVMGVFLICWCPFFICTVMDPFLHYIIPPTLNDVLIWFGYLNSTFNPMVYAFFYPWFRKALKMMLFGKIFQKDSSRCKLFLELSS
#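 Test system: CHO RD-HGA16 cells bearing hTAAR1 | Reagent: β-PEA, EC80 | Compound dosing: 3 µM, single point | Schedule: Dye loading 75 min at 37 °C, then 30 min room temperature | Signal: Calcium fluorescence with Fluo-8 | Evaluation: Percent inhibition of PEA-evoked calcium signal, max/basal emission ratio | Control set: DMSO-only wells and EC80 β-PEA-stimulated wells | Repeats: Singlicate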
# OXTR potentiator = human OXTR potentiators, primary screen, fluorescence, CHO-OTR cells, Fluo-8 calcium | Oxytocin receptor (Homo sapiens), P30559 | Fluo-8 calcium fluorescence, potentiator mode; 0% = oxytocin EC15, 100% = EC100 | activation, % at 3 µM | actives 0.061% (n = 320,000) | AID 2445, 2010;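 active = activation above that plate's cutoff, the mean activation of tested compounds plus 3 SD, cut at about 6.6% in these data, passing the limit was not always enough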;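 also: 100% uses oxytocin at 75 nM as the full agonist control; some results filed as inactive read as strong as hits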
# Target sequence (P30559 whole entry, looked up): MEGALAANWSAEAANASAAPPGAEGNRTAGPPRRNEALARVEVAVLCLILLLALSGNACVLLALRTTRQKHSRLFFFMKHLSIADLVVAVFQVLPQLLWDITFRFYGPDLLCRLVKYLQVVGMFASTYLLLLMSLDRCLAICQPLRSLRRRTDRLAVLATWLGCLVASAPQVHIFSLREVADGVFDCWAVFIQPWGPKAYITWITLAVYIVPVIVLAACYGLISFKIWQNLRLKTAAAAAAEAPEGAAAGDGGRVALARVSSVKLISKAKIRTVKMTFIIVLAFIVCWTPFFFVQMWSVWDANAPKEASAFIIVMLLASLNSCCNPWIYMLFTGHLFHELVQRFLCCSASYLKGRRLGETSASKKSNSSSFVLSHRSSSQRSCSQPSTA
#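 Material: human OTR in CHO cells. Compound: 3.0 µM, one dose. Timing: compound 6 min at room temperature before oxytocin, 100 s read. Evaluation: % activation of max/min ratio relative to oxytocin controls. Replication: single well per compound, singlicate. Signal: Fluo-8 calcium dye fluorescence.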
# V1aR counter = agonists of human V1a receptor, primary screen, counter-screen for OXTR agonist project, fluorescence, CHO-V1R cells. Vasopressin V1a receptor (Homo sapiens), P37288. Fluo-8 calcium fluorescence, agonist mode; 0% DMSO, 100% 3 nM vasopressin. activation, % at 3 µM. actives 0.25% (n = 320,000). AID 2797, 2010;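 active = activation above the mean activation of all tested compounds plus 3 SD, per screening run, cut at about 20% in these data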;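 also: signal is peak over basal fluorescence ratio across a 100 second FLIPR read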
# OXTR ag = human OXTR agonists, primary screen, fluorescence, CHO-OTR cells, Fluo-8 calcium | Oxytocin receptor (Homo sapiens), P30559 | Fluo-8 calcium fluorescence; normalized: DMSO 0%, oxytocin 100% | activation, % at 3 µM | actives 0.32% (n = 320,000);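 active = activation above the mean of all tested compounds plus 3 SD, cutoff set per screening run, cut at about 20% in these data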;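 also: peak over basal fluorescence ratio from a 100 s FLIPR kinetic read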
# CHO-K1 Ca antag = nonselective inhibitor or artifact in parental CHO-K1 cells; ATP-induced calcium, Fluo-8 fluorescence; inhibition, % at 3 µM; actives 0.6% (n = 360,000); AID 602250;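 active = inhibition above a per-plate cutoff, the plate's mean sample inhibition plus 3 SD, cut at about 24% in these data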;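 also: 0% = DMSO plus EC80 ATP and 100% = DMSO alone without ATP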
# GPR7 antag = GPR7 receptor antagonists, primary screen, cell-based, fluorescence, single concentration; inhibition, % at 4.4 µM; AID 1861, 2009; Neuropeptides B/W receptor type 1 (Homo sapiens), P48145; actives 1.1% (n = 290,000); GPR7-expressing cells, fluorescence antagonist assay; in the data active = inhibition above about 16%, passing the limit was not always enough;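 also: cells stimulated with the agonist NPW; 0% = agonist with vehicle and 100% = vehicle without agonist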
# Target sequence (P48145 whole entry, looked up): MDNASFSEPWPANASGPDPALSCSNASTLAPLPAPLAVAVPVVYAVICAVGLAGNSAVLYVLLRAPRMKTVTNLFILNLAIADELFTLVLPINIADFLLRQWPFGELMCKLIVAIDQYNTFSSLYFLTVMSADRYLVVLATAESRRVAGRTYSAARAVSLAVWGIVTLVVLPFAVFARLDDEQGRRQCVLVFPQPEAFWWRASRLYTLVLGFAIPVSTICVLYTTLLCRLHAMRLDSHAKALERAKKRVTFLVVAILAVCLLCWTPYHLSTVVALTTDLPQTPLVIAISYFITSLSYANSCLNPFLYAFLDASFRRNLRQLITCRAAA
# CHO parental Ca = ATP-evoked calcium signal inhibitors, parental CHO, primary screen, counter-screen for OX1R antagonist project, cell-based, fluorescence, Fluo-8 calcium dye | parental CHO-K1, ATP-induced calcium, Fluo-8 fluorescence | inhibition, % at 5.6 µM | actives 0.63% (n = 330,000) | AID 463079, 2010;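 active = inhibition above that plate's mean sample inhibition plus 3 SD, cut at about 26% in these data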;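 also: 0% = ATP-challenged DMSO wells and 100% = DMSO wells without ATP; some compounds past the cut are filed as inactive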
#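 test system = CHO parental line | reagent = ATP stimulus | measured by = intracellular calcium via Fluo-8 no-wash fluorescent dye | control set = ATP and no-ATP DMSO wells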
# * hit, by the source's call; x = no result given.
SMILES,CHO-K1 Ca ag,M1 PAM parental,TAAR1 antagonist,OXTR potentiator,V1aR counter,OXTR ag,CHO-K1 Ca antag,GPR7 antag,CHO parental Ca
CC(C)c1ccccc1NC(=S)NC1CCN(Cc2ccccc2)CC1,0.8,-9.9,-5.4,-3.9,3.4,7.1,-2.8,2.5,-7.2
CC(C)CNC(=O)CN(C1CCCCC1)S(=O)(=O)c1ccccc1,0.3,17.8,3.5,-15.1,-2.1,-2.4,-6.8,-4.6,-17.0
Cc1cccc(C)c1NC(=O)C1CCCN(CCCc2ccccc2)C1 (stereo not drawn),1.6,16.1,-8.1,x,x,x,-4.0,12.8,x
CCS(=O)(=O)N1CCC(C(=O)N2CCc3ccccc3C2)CC1,0.2,-6.7,-5.2,-14.6,0.0,1.1,-0.8,-5.5,1.4
CCOc1ccc(NC(=O)N[C@@H](Cc2ccccc2)C(=O)O)cc1,1.4,8.8,-12.8,-11.6,1.0,0.5,-16.3,-13.6,4.6
O=C(CCS(=O)(=O)c1ccc(Br)s1)NCc1cccs1,2.3,20.7,1.3,-2.1,0.3,-0.2,-16.5,-10.2,-12.0
CCCCCNC(=O)Cc1ccc(S(=O)(=O)N2CCOCC2)s1,1.4,9.6,1.2,-5.0,0.0,0.2,-3.7,x,-0.2
CC(=O)Nc1ccc(NC(=O)CCCCCN2C(=O)c3ccccc3C2=O)cc1,0.6,-4.1,6.3,0.7,0.1,-0.5,8.9,0.8,-5.3
O=C(CN1C(=O)NC2(CCCC2)C1=O)OCc1ccc(Cl)cc1Cl,1.8,13.5,-1.3,-9.8,-1.4,-1.7,10.5,x,-16.9
CCOC(=O)[C@@H]1[C@H]2COc3cc(OC)ccc3[C@@H]2N2C(=O)N(c3ccc(C(F)(F)F)cc3)C(=O)[C@]12C,0.1,12.2,-21.6,2.8,0.9,-0.2,-12.6,-2.9,-13.1
Cc1cccc2cc(CN(Cc3cccs3)C(c3nnnn3C3CCCC3)C(C)C)c(=O)[nH]c12 (stereo not drawn),0.3,13.3,-3.1,x,x,x,-7.0,-6.0,x
COC(=O)c1ccc(C2c3c(n[nH]c3C)C(=O)N2c2ccc(C)cc2)cc1 (stereo not drawn),0.6,30.8,-11.6,-2.5,0.7,0.1,-17.2,-1.5,3.0
Cc1ccc(C(O)c2ncc(-c3ccccc3F)[nH]2)c(C)c1 (stereo not drawn),0.9,0.4,-11.1,x,x,x,-11.9,x,x
O=C(N/N=C/c1cccs1)C1CC(=O)N(c2ccccc2)C1 (stereo not drawn),0.3,13.9,-0.2,-7.5,0.8,0.1,-2.3,12.2,-5.5
CCOC(=O)C(C)/C(C)=N/NC(=O)CCC(=O)Nc1cc(C)ccc1C (stereo not drawn),0.9,22.9,9.2,-11.3,0.3,-0.9,-18.1,-0.3,-6.7
CC(C)NC(=O)N(Cc1ccccc1)Cc1cccs1,0.7,7.0,-21.3,-3.8,-1.6,-2.7,-5.2,1.4,-9.5
CC(C)n1nnc(-c2ccc(OCc3ccccc3F)cc2)n1,0.8,2.9,-8.6,-4.4,0.1,-1.8,0.8,-15.0,-14.4
Cc1ccccc1C(C)NS(=O)(=O)c1ccc2c(c1)OCCO2 (stereo not drawn),0.4,4.7,-6.1,-9.5,1.5,0.7,7.7,x,2.8
COCCSc1nnc(NC(=O)CS(=O)(=O)c2ccccc2)s1,0.3,11.8,-7.7,-2.9,-0.4,0.6,-16.1,-25.0,9.4
CCn1c2ccccc2c2cc(/C=N/NC(=O)c3ccncc3)ccc21,0.9,9.2,-17.4,-7.8,-0.1,-1.6,-13.5,-7.2,-9.1
CC(Oc1ccc2c3c(c(=O)oc2c1)CCCC3)C(=O)NCc1ccccn1 (stereo not drawn),1.6,-3.6,1.3,-1.2,1.6,1.2,-8.0,-7.9,-26.2
CC1(c2ccc(OC(F)F)cc2)NC(=O)N(CC(=O)NC2CCCCC2)C1=O (stereo not drawn),3.4,17.5,9.5,-6.4,6.5,4.8,-19.5,6.6,-17.5
CCN1CCN(c2sc(S(=O)(=O)CC)nc2S(=O)(=O)c2ccc(Cl)cc2)CC1,1.6,-0.2,0.7,x,x,x,-5.2,x,x
COc1cccc(-c2sc3ccc(OC)cc3c2-c2ccc(OC)cc2F)c1,0.2,8.6,27.1,-5.7,0.2,1.1,-9.6,x,-11.5
CN1C(=O)C(C(=O)Nc2ccccc2F)c2ccccc21 (stereo not drawn),-0.2,-0.7,-4.9,-11.7,0.3,-0.6,-2.1,5.3,-8.6

# Reformatted with two lines to a compound: part of the list above.
# Screens in order: CHO-K1 Ca ag	M1 PAM parental	TAAR1 antagonist	OXTR potentiator	V1aR counter	OXTR ag	CHO-K1 Ca antag	GPR7 antag	CHO parental Ca
> CC(C)NC(=O)N(Cc1ccccc1)Cc1cccs1
 : 0.7	7.0	-21.3	-3.8	-1.6	-2.7	-5.2	1.4	-9.5
> CC(C)n1nnc(-c2ccc(OCc3ccccc3F)cc2)n1
 : 0.8	2.9	-8.6	-4.4	0.1	-1.8	0.8	-15.0	-14.4
> Cc1ccccc1C(C)NS(=O)(=O)c1ccc2c(c1)OCCO2 (stereo not drawn)
 : 0.4	4.7	-6.1	-9.5	1.5	0.7	7.7	x	2.8
> COCCSc1nnc(NC(=O)CS(=O)(=O)c2ccccc2)s1
 : 0.3	11.8	-7.7	-2.9	-0.4	0.6	-16.1	-25.0	9.4

# The results go on.
SMILES,CHO-K1 Ca ag,M1 PAM parental,TAAR1 antagonist,OXTR potentiator,V1aR counter,OXTR ag,CHO-K1 Ca antag,GPR7 antag,CHO parental Ca
CC(C)CC(=O)NNC(=O)C(C)C,0.4,19.4,3.7,-4.8,1.3,0.7,-3.1,0.9,4.4
COc1ccc(CN2CCNC(=O)C2CC(=O)N(C)Cc2nc(C)cs2)c(OC)c1 (stereo not drawn),-0.2,-19.1,3.2,3.3,-0.2,0.3,16.3,-7.8,-12.6
O=[N+]([O-])c1ccc2c(c1)nc1n2CCCCC1,0.7,21.1,12.6,-13.6,-1.0,-1.1,-6.2,-11.4,5.2
COc1ccc2c(c1)C(=O)[C@H](O)[C@@H](c1ccc(OC)c(Br)c1)O2,x,x,11.4,-4.9,2.8,6.5,x,4.7,7.2
NC(=O)c1ccc(NC(=O)CSc2nnc(C3CCCCC3)n2N)cc1,-0.1,13.4,-33.0,-1.3,1.8,1.1,-5.0,-1.4,-3.1
CC1(c2ccc3c(c2)OCCCO3)NC(=O)N(CC(=O)NCCc2ccccc2)C1=O (stereo not drawn),0.8,2.4,-6.7,-4.3,0.2,1.0,-13.8,x,-7.5
Cc1ccccc1N=Cc1c(O)n(-c2nccs2)c(=O)c2ccccc12,2.2,9.7,26.4,-2.3,-1.8,-3.0,4.0,2.9,-37.6
O=C(CNC1CCCCC1)Nc1cccc(C(F)(F)F)c1,0.8,15.2,-9.2,-0.2,-0.3,-1.3,-4.5,15.7,-14.4
CC(=O)Cc1nsc(NC(=O)c2ccc(-c3cccc(C(F)(F)F)c3)o2)n1,0.3,7.0,-14.8,-12.0,0.4,-1.1,-2.4,-11.4,1.8
COc1ccc(NC(=O)C(=O)N/N=C/c2cccnc2)c(OC)c1,2.6,9.3,-4.6,-1.5,-0.4,-0.1,-19.8,-15.2,-8.9
Cc1cccc(NC(=O)Nc2ccc(C)cc2Br)c1,0.9,23.7,-5.3,-2.2,0.5,-2.4,-12.2,-2.4,8.0
O=C(c1cc2ccccc2oc1=O)N1CCCN(C(=O)c2cc3ccccc3oc2=O)CC1,9.5,9.3,5.5,x,x,x,2.1,x,x
Cc1ccccc1C(=O)NC(CC(C)C)C(=O)OCc1cc(=O)n2cc(Br)ccc2n1 (stereo not drawn),1.2,12.0,14.0,0.2,1.4,-1.8,-12.2,-2.7,-6.5
CSCC[C@H](NC(=O)COc1ccc(Cl)cc1)c1nc2ccccc2[nH]1,0.5,14.4,-13.6,-6.1,2.4,0.2,-7.2,2.5,-19.1
COc1ccc2c(c1)c1ncn(CCc3ccccc3)c(=O)c1n2C,1.2,31.8,11.2,2.1,-0.7,-0.9,-17.3,-1.9,-21.3
Cc1c(NC(=O)CSc2ccccn2)c(=O)n(-c2ccccc2)n1C,0.5,7.7,-8.6,1.7,-0.3,0.7,-10.6,-10.8,-7.6
COc1cc(/C=C2\SC(N)=NC2=O)cc(Cl)c1O,2.7,4.9,7.8,-8.5,7.4,3.2,1.9,-12.2,-1.6
CCS(=O)(=O)N1CCC(C(=O)c2ccc(Cl)cc2)CC1,3.4,10.8,-3.0,-6.8,1.4,0.2,-7.4,-7.5,-2.1
Cc1cc2c(c(=O)n1CC1CCCO1)C(c1ccc3c(c1)OCO3)C(C#N)=C(N)O2 (stereo not drawn),0.4,20.1,8.9,-16.6,0.4,0.6,-9.2,-7.2,4.6
CCCN(CCC)c1ccc(CC(=O)NC(C)Cc2ccccc2)cc1 (stereo not drawn),-0.1,-2.1,-3.3,-2.8,-1.0,-1.3,11.6,-4.5,21.4
C=CCN(C(=O)Nc1ccc(Cl)cc1)C1CC(=O)N(c2ccc(OC)cc2)C1=O (stereo not drawn),3.3,-7.0,12.7,-6.4,1.7,2.0,-25.6,7.0,-19.2
CCc1ccccc1NC(=O)C1CCN(C(=O)c2ccc([N+](=O)[O-])cc2)CC1,0.1,-6.4,-1.9,2.0,0.5,2.0,6.0,-17.7,-4.0
O=C(NC(=S)Nc1nc(-c2ccccc2)cs1)c1cccnc1,5.8,2.5,11.4,-9.4,13.0,14.7,1.4,-4.3,-5.3
Cc1ccc(OCc2cc(C(=O)NC(C)Cc3cnccn3)no2)cc1C (stereo not drawn),3.6,-8.0,-20.3,-8.1,4.4,1.5,-9.6,-20.8,-5.8
CCOc1cc(/C=N/NC(=O)c2c(C)nc3ccc(Cl)cn23)ccc1O,1.7,-3.9,-3.3,x,x,x,-1.3,x,x
COC(=O)c1[nH]c2ccccc2c1NC(=O)c1c(F)cccc1F,4.2,-3.4,-30.2,-10.5,-2.0,0.4,2.2,-10.5,0.3
COCCNC(=O)[C@@H]1CCCN1S(=O)(=O)c1cccc2cccnc12,0.8,28.4,-4.2,-1.4,0.9,0.3,-18.9,x,-6.2
Fc1cc(F)cc(NC(=S)Nc2ccccc2N2CCOCC2)c1,0.2,21.4,21.7,-10.4,0.4,0.0,-2.0,-5.2,-3.6
CC(=O)NC1=NC(=O)/C(=C/N2CCOCC2)S1,0.0,11.2,-0.5,-0.4,-0.1,0.0,-9.6,-3.2,-1.4
